# K1F lysis inhibition: protection from phage-mediated lysis, alamar blue read-out – E. coli UTI89, K1F phage, bacterial capsule biogenesis inhibitors (AID 488966); E. coli UTI89 K1F phage lysis, alamar blue, 2 h; higher % means a stronger effect; hit rate 0.02% among 340,000; inhibition, % at 100 µM; hits with a dose series show IC50 in µM;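 active means phage lysis inhibition, versus mean bacterial control, above a set limit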;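 further: capsule biogenesis inhibitors block K1F phage lysis so surviving cells raise fluorescence; higher fluorescence means more inhibition of phage lysis; actives were called in the ten point dose series up to 300 µM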
# NS5 inhibitors: flavivirus cap methylation enzyme inhibition – biochemical, confirmation dose response, primary screen (AID 588689) | Dengue-2 NS5 methyltransferase capping enzyme assay, biochemical; higher % means a stronger effect | inhibition, % at 25 µM; hits with a dose series show IC50 in µM | hit rate 0.3% among 340,000; in the data active means a potency from the dose series
# NS5 inhibitors pilot replicate: second read-out of NS5 inhibitors, no call of its own (marks repeat the call); inhibition, %; measured here: pilot screen replicate inhibition
# * marks the source's active call; other numbers are inactive results; [ ] = another dose, or the depositor's remark. Only part of the results is shown (hit frequency here may not be typical).
SMILES,K1F lysis inhibition,NS5 inhibitors,others
CCOC(=O)CCCCCC(=O)Nc1ccc2c(c1)C(=O)N([C@H](C)CO)C[C@H](C)[C@@H](CN(C)C(=O)Nc1ccc(OC)cc1)O2,1.6%,0%,
CCC(=NNC(=O)c1cccc(S(=O)(=O)N2CCOCC2)c1)c1ccccc1,0.1%,-2%,
N#CC(=C(O)COC(=O)Cc1c[nH]c2ccccc12)c1nc2ccccc2[nH]1,-3.1%,3%,
O=C(COc1ccc(Cl)cc1Cl)NCC1(N2CCOCC2)CCCCC1,0.4%[50 µM],-9%,
O=C(COC(=O)c1ccccc1)c1ccc(S(=O)(=O)N2CCCCC2)cc1,0.9%[50 µM],-6%,
Cc1sc2ccccc2c1CNC[C@H]1O[C@@H](n2cnc3c(N)ncnc32)[C@H](O)[C@@H]1O,0.2%,-2%,NS5 inhibitors pilot replicate=3.6
CC1CC(C)CN(C(=O)c2cccc(NC(=O)CC3SC(N4CCCCC4)=NC3=O)c2)C1 (centres undefined),-0.7%,2%,
CC(=O)Nc1ccc(NC(=O)CSc2nc(=O)n(Cc3cccnc3)c3c2CCC3)cc1,-1.4%,-4%,
COc1ccc(S(=O)(=O)N2CCN(C)CC2c2ccccc2)cc1OC (centres undefined),1.5%[50 µM],-4%,
O=C(CSc1n[nH]c(-c2ccc(Br)cc2)n1)N1CCOCC1,-3.3%,-18%,
O=C(CC(O)c1ccncc1)c1ccccc1O (centres undefined),-0.9%,-22%,
CN(c1ccccc1)S(=O)(=O)c1cccc(C(=O)Nc2cccc(C(=O)NC3CC3)c2)c1,0.8%[50 µM],-1%,
COc1ccccc1C(=O)NCC(=O)N1CCN(C/C=C/c2ccccc2)CC1,0.7%[50 µM],-7%,
O=C(Nc1cc(C(F)(F)F)ccc1N1CCOCC1)c1ccncc1,0.1%[50 µM],-1%,
c1ccc(C[C@H]2CN=C(Nc3ccccc3)N2CC2CCCCCC2)cc1,1.5%,8%,
O=C(COC(=O)c1ccc(Br)cc1)NCC1CCCO1 (centres undefined),2.1%,-2%,
Cc1ccc(NC(=O)CN(C)C(=O)c2ccccn2)cc1,1.9%[50 µM],4%,
O=C1OC(CN(Cc2ccccc2)Cc2ccccc2)CN1N=Cc1ccc([N+](=O)[O-])o1 (centres undefined),-4.3%,-7%,
COc1cc(/C=C/C(=O)OCC(=O)NC2CC2)cc(OC)c1OC,-1.1%,-7%,
COc1ccc(S(=O)(=O)N2CCOCC2)cc1NC(=O)CN1CCCc2ccccc21,-2.8%,2%,
COc1ccc(NS(=O)(=O)c2cccc(C(=O)N/N=C/c3c(F)c(F)c(F)c(F)c3F)c2)cc1,0.4%[50 µM],4%,
COc1cc(NC(=O)c2cccc(S(=O)(=O)N3CCCCC3)c2)cc(OC)c1OC,0.3%[50 µM],-5%,
COc1ccc(C2/C(=C(/O)c3ccc4c(c3)CC(C)O4)C(=O)C(=O)N2CCCn2ccnc2)cc1OC (centres undefined),-0.2%,-3%,
COc1ccccc1C1CC(=O)Oc2cc(C)c(Cl)c(C)c21 (centres undefined),0.2%,0%,NS5 inhibitors pilot replicate=4.5
C[C@@]12C(=O)Nc3ccc(F)cc3C(=O)N1[C@H]1c3cc(Cl)ccc3OC[C@@H]1[C@@H]2c1ccccc1,0.7%,-6%,
CCC1(c2ccc(F)cc2)NC(=O)N(CC(=O)NC2CCCCCC2)C1=O (centres undefined),0.6%[50 µM],1%,
CCCCOc1ccc(C(=O)NCC(=O)NC2CC2)cc1,1.5%[50 µM],1%,
CCN(CC(=O)NCc1cccs1)C(=O)COc1ccc(C(C)=O)cc1,0.9%[50 µM],-5%,
N#Cc1cc([N+](=O)[O-])ccc1NC(=O)COC(=O)CN1C(=O)C2CCCCC2C1=O (centres undefined),-0.8%,-9%,
COc1ccc(NC(=O)CN(C)C(=O)CCSc2ccc(F)cc2)cc1,1.5%[50 µM],-10%,
COc1ccc2c(c1)[C@H]1[C@H](CO2)[C@H](c2ccccc2)[C@@]2(C)C(=O)N[C@H](C)C(=O)N12,0.2%,-6%,
Clc1ccc(-c2ccnc3nc(N4CCOCC4)nn23)c(Cl)c1,0.2%,-5%,
c1ccc(-c2nnc(Cn3c4ccccc4c4nc5ccccc5nc43)o2)cc1,0.3%,-4%,
O=C(O)C12C3CCC(O3)C1(C(=O)O)C1CCC2O1 (centres undefined),5.3%,6%,
COc1cccc(NC(=O)COC(=O)c2sccc2C)c1,1.6%,-2%,
COc1ccc(OC)c(C(=O)C(=O)c2cc(OC)ccc2OC)c1,4.3%,5%,
COc1ccc(CNC(=O)C(C)Sc2ccc(S(=O)(=O)N3CCOCC3)cn2)cc1 (centres undefined),1.8%[50 µM],4%,
COc1ccc(CNC(=O)Cn2cnc3c(SC)nc(N)nc32)cc1,0.2%,-8%,NS5 inhibitors pilot replicate=1.8
O=C(Nc1ccc2nc(N3CCOCC3)sc2c1)c1ccccc1,0.6%[50 µM],-11%,
Cc1nc2c(=O)[nH]c(=S)[nH]c2[nH]c1=O,-1.6%,-10%,

# 13 structures already listed, arranged by molar mass, low to high:
SMILES,K1F lysis inhibition,NS5 inhibitors,others
O=C(O)C12C3CCC(O3)C1(C(=O)O)C1CCC2O1 (centres undefined),5.3%,6%,
COc1cccc(NC(=O)COC(=O)c2sccc2C)c1,1.6%,-2%,
COc1ccccc1C1CC(=O)Oc2cc(C)c(Cl)c(C)c21 (centres undefined),0.2%,0%,NS5 inhibitors pilot replicate=4.5
COc1ccc(OC)c(C(=O)C(=O)c2cc(OC)ccc2OC)c1,4.3%,5%,
Clc1ccc(-c2ccnc3nc(N4CCOCC4)nn23)c(Cl)c1,0.2%,-5%,
COc1ccc(CNC(=O)Cn2cnc3c(SC)nc(N)nc32)cc1,0.2%,-8%,NS5 inhibitors pilot replicate=1.8
CCN(CC(=O)NCc1cccs1)C(=O)COc1ccc(C(C)=O)cc1,0.9%[50 µM],-5%,
CCC1(c2ccc(F)cc2)NC(=O)N(CC(=O)NC2CCCCCC2)C1=O (centres undefined),0.6%[50 µM],1%,
COc1ccc(NC(=O)CN(C)C(=O)CCSc2ccc(F)cc2)cc1,1.5%[50 µM],-10%,
c1ccc(-c2nnc(Cn3c4ccccc4c4nc5ccccc5nc43)o2)cc1,0.3%,-4%,
N#Cc1cc([N+](=O)[O-])ccc1NC(=O)COC(=O)CN1C(=O)C2CCCCC2C1=O (centres undefined),-0.8%,-9%,
C[C@@]12C(=O)Nc3ccc(F)cc3C(=O)N1[C@H]1c3cc(Cl)ccc3OC[C@@H]1[C@@H]2c1ccccc1,0.7%,-6%,
COc1ccc(C2/C(=C(/O)c3ccc4c(c3)CC(C)O4)C(=O)C(=O)N2CCCn2ccnc2)cc1OC (centres undefined),-0.2%,-3%,

# (next part)
SMILES,K1F lysis inhibition,NS5 inhibitors,others
O=C(COC(=O)c1ccccc1)Nc1cccc(S(=O)(=O)N2CCCCC2)c1,0.6%[50 µM],-1%,
COC(=O)[C@H](CC(C)C)N(Cc1ccccc1)S(=O)(=O)N(Cc1ccccc1)[C@@H](CC(C)C)C(=O)OC,1.8%,-7%,
CCOc1ccccc1N1CCN(C(=O)c2cc3ccccc3cc2OC)CC1,0.8%[50 µM],4%,
COCCn1c(C)cc(C(=O)COC(=O)Cc2n[nH]c(=O)c3ccccc23)c1C,0.8%[50 µM],-7%,
CC(C)(C)OC(=O)N1CCN(C(=O)c2[nH]cnc2C(=O)Nc2ccc(Cl)cc2)CC1,1.1%,2%,
COc1ccc(NC(=O)N(C)C[C@H]2Oc3c(NC(=O)C4CC4)cccc3C(=O)N([C@H](C)CO)C[C@@H]2C)cc1,-0.3%,-13%,
CC(C)(C)N(Cc1ccccc1)C(=O)CN1C(=O)c2ccccc2S1(=O)=O,-0.2%,-1%,
C[C@H](NC(=O)c1ccco1)C(=O)NNC(=O)COc1cccc(C(F)(F)F)c1,0.1%[50 µM],-6%,
O=C(NN=Cc1ccccc1O)c1cccc([N+](=O)[O-])c1,7.3%,-3%,
CN(c1ccccc1)c1ncnc2c1ncn2C,-0.4%,0%,
CCN(CC)S(=O)(=O)c1ccc(O)c(C(=O)OCC(=O)NC23CC4CC(CC(C4)C2)C3)c1,1.4%,8%,
Cc1ccc(Cl)cc1NC(=O)CON=C(N)c1ccccc1,1.5%[50 µM],-3%,
CCc1ccccc1NC(=O)C1=CN2CCS(=O)(=O)N=C2C=C1,0.6%[50 µM],-6%,
CC(C)c1ccc(S(=O)(=O)N2CCN(C(=O)CN3C(=O)c4ccccc4C3=O)CC2)cc1,2.4%,-3%,
O=Nc1c(O)[nH]c2ccc(Cl)c(Cl)c12,-1.1%,-5%,
COC(=O)C1CCN(C(=O)c2ccc(Cl)c(S(=O)(=O)NCc3ccco3)c2)CC1,0.1%[50 µM],4%,
CCCCn1c(N)c(N(C)C(=O)C2CC(=O)N(Cc3ccco3)C2)c(=O)[nH]c1=O (centres undefined),0.9%,-3%,
CC(C)(C)C(=O)N1CCC2CC1c1cc(Cl)ccc12 (centres undefined),0.2%,-1%,NS5 inhibitors pilot replicate=-1.5
Cc1cccc(C(=O)NC(C(=O)Nc2ccc(S(=O)(=O)Nc3nccs3)cc2)C(C)C)c1 (centres undefined),-0.8%[50 µM],-7%,
COc1ccc(NC(=O)/C(N=Nc2cccc(S(=O)(=O)Nc3ccc(SC(F)F)cc3)c2)=C(\C)O)cc1,4.2%,-7%,
Cc1sc2nc(CSC(C)C(=O)NC3(C#N)CCCCC3)[nH]c(=O)c2c1C (centres undefined),0.1%[50 µM],3%,
COc1ccc2c(-c3ccc(OCCN4CCCCC4)cc3)c(-c3ccccc3OC)sc2c1,0.1%,0%,NS5 inhibitors pilot replicate=5.8
Cn1nc(C(=O)OCC(=O)c2ccc(Cl)cc2)c2ccccc2c1=O,1.0%,-9%,
Cc1cc(C)c(C(=O)c2cccs2)c(C)c1,-3.9%,-8%,
C[C@H](CO)N1C[C@H](C)[C@@H](CN(C)Cc2ccccc2)Oc2c(NC(=O)C3CCCCC3)cccc2C1=O,1.4%,-9%,
COc1cc2c(cc1OC)C1CCN3C(=O)CCC3N1CC2 (centres undefined),3.1%,19%,
O=C1CC(c2ccccc2)=C(c2ccccc2)C1,-1.9%,1%,
O=C(O)Cc1cc(=O)[nH]n(-c2ccccc2)c1=O,9.6%,1%,
C[C@@H]1CC=C[C@@H]2[C@H]1C(=O)N(Cc1ccccc1)[C@H]2c1ccccc1Br,0.2%,-6%,NS5 inhibitors pilot replicate=-6.4
CCn1c(SCC(=O)N2CCCC2=O)nnc1-c1cccs1,0.5%[50 µM],0%,
N#Cc1ccc(CN2CCN(C(=O)CNC(=O)Cc3ccccc3)CC2)cc1,0.2%[50 µM],-5%,
CS(=O)(=O)Nc1ccc(C(=O)CSc2nnc(C3CC3)n2C2CC2)cc1,1.6%[50 µM],0%,
CN1CC(=O)N(CC(=O)NC2CCCCC2)C1=O,11%,5%,
CCOc1ccc(S(=O)(=O)N(C)c2ccc(OCC(=O)NCC3CCCCC3)cc2)cc1,0.0%[50 µM],-2%,
O=C(COC(=O)c1nn(CCO)c(=O)c2ccccc12)Nc1ccc(Cl)c(Cl)c1,-0.2%[50 µM],0%,
Cc1ccc(NC(=O)c2ccc(OCc3c(C)noc3C)cc2)cc1C,-0.1%[50 µM],-11%,
O=C(Cn1cnc2c(NCc3ccccc3)ncnc21)NCC1CCCO1 (centres undefined),0.3%,-5%,NS5 inhibitors pilot replicate=-5.2
CC(C)N(C(=O)[C@H]1CC(CC(=O)NCCCn2ccnc2)C(=O)N2CCc3c([nH]c4ccccc34)[C@]12C)C(C)C (some centres undefined),0.0%,-7%,NS5 inhibitors pilot replicate=-2.8
O=C(COC(=O)/C=C/c1ccc(F)cc1)NC1CCCC1,1.2%[50 µM],-3%,
CCn1cnnc1SCC(=O)Nc1ccccc1C(=O)NC1CC1,0.0%,7%,
Cc1cc(C)c(C=NNc2nc3c([nH]2)c(=O)n(C)c(=O)n3C)c(C)c1,0.8%,0%,
CN(Cc1ccccc1F)C(=O)CN1C(=O)NC2(CCc3ccccc32)C1=O (centres undefined),1.3%[50 µM],1%,
CC(C)(C)OC(=O)C[C@H]1C/C=C\C[C@H](CC(=O)N[C@H](CO)Cc2ccccc2)C(=O)N[C@H](C(C)(C)C)COC1=O,-0.6%,-7%,
CN(C)S(=O)(=O)c1cccc(NC(=O)COC(=O)c2cccnc2Cl)c1,-1.9%,-10%,
CCOC(=O)/C=C1\SCC(=O)N1CC(=O)Nc1cc(S(=O)(=O)N(C)C)ccc1C,-0.8%,7%,
O=C(CCS(=O)(=O)c1ccccc1)NNC(=O)CSc1ccccc1F,1.0%[50 µM],-3%,
COc1ccc(C2CC(c3ccc(Cl)cc3)=NN2c2ccc(S(N)(=O)=O)cc2)cc1 (centres undefined),0.4%,-2%,NS5 inhibitors pilot replicate=0.3
CCOc1ncccc1C(=O)N(CCC(C)C)c1c(N)n(Cc2ccccc2)c(=O)[nH]c1=O,-2.5%,-3%,
CCOC(=O)C1=CN(Cc2cccc(F)c2)S(=O)(=O)N(C)C1CCc1ccccc1 (centres undefined),-0.1%,0%,NS5 inhibitors pilot replicate=2.7
Cc1cc(C)c(CN2CCN(C(=O)Cn3cnc(C(=O)Nc4ccc(C)c(C)c4)n3)CC2)c(C)c1,0.3%,3%,
N#Cc1ccc(S(=O)(=O)NC[C@H]2O[C@@H](n3cnc4c(N)ncnc43)[C@H](O)[C@@H]2O)cc1,0.1%,-7%,NS5 inhibitors pilot replicate=4.9
O=C(C[C@H]1C/C=C\C[C@H](Cc2ccc(F)cc2)C(=O)O[C@@H](c2ccccc2)CNC1=O)N[C@@H](CO)Cc1ccccc1,1.4%,-5%,

# Screening results deposited in PubChem by Southern Research Specialized Biocontainment Screening Center.
